From PubChem BioAssay
GDH-TPI counter – GDH-TPI coupled enzyme inhibition counter-screen. GDH-TPI coupled enzyme counterscreen, NADH absorbance. inhibition, % at 4.8 µM. 360,000 compounds, 1.2% hits. AID 588335;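 further: 0% = DMSO wells and 100% = wells lacking the enzyme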
BoNT-A LC inh2 – BoNT A light chain protease inhibition; AID 588499; multiplex microsphere protease substrate cleavage, flow cytometry; inhibition, % at 10 µM; 360,000 compounds, 0.17% hits; in the data active means inhibition above about 30%; inconclusive means no clear call, values can overlap the other calls; further: plate controls were buffer without enzyme for full effect and enzyme alone for no effect
FadD28 binding – blocks FadD28 binding to the bisubstrate probe; AID 588549; fluorescence polarization; 360,000 compounds, 0.22% hits; inhibition, % at 12.5 µM; in the data active means inhibition above about 8.5%, passing the limit was not always enough; inconclusive means no clear call, values can overlap the other calls
Mtb BioA inh – inhibitors of Mycobacterium tuberculosis BioA enzyme. 360,000 compounds, 0.096% hits. purified M. tuberculosis BioA enzyme, plate reader. AID 602481. inhibition, % at 9.99 µM; in the data active means inhibition above about 40%; inconclusive means no clear call, values can overlap the other calls
CCHFV vOTU inh – blocks the CCHF virus ovarian tumor domain protease. CCHFV vOTU protease, Pep-AMC fluorescence. inhibition, % at 11.5 µM. 370,000 compounds, 0.55% hits; further: 0% = vehicle wells with enzyme and 100% = no enzyme wells
Mtb UGM inh – inhibitors of M. tuberculosis UDP-galactopyranose mutase | P9WIQ1 | purified UGM, fluorescence polarization probe displacement | inhibition, % at 10 µM | 320,000 compounds, 0.06% hits; in the data active means inhibition above about 10%, passing the limit was not always enough; inconclusive means no clear call, values can overlap the other calls
Target sequence (P9WIQ1 whole entry, looked up): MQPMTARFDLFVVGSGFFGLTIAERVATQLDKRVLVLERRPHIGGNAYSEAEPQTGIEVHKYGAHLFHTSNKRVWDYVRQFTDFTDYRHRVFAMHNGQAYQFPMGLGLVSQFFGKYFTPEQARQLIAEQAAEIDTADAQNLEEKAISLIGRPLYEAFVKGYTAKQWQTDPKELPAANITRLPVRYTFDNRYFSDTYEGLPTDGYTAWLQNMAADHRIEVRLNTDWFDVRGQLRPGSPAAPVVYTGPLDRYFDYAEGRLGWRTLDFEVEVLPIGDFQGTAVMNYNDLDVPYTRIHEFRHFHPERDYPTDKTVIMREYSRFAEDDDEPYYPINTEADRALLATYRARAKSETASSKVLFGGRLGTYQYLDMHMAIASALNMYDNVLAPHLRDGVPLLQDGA
Mtb FBA inh – inhibits M. tuberculosis FBA enzyme; P9WQA3; purified M. tuberculosis FBA, fluorescence read-out; inhibition, % at 1 µM; 360,000 compounds, 2.3% hits; in the data active means inhibition above about 27%;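 further: 0% = vehicle and 100% = reference inhibitor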
Target sequence (P9WQA3 whole entry, looked up): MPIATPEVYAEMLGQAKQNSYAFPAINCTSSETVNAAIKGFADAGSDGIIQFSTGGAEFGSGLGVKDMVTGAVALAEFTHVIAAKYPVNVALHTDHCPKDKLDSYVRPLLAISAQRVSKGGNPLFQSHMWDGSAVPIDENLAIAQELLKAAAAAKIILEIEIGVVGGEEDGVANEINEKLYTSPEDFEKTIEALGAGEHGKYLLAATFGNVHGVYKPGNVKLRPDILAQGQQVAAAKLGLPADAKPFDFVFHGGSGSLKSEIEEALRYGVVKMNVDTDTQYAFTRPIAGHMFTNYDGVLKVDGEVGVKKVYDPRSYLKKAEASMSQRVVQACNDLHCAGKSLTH
PrPC TRFRET – inhibitors of human cell surface prion protein PrPC. P04156. TR-FRET read-out. inhibition, % at 13.8 µM. 370,000 compounds, 0.43% hits. AID 720596; in the data active means inhibition above about 24%; further: 0% = median of the test wells and 100% = reference compound wells
BoNT-F LC inh – BoNT F light chain protease inhibition; Multiplex microsphere protease cleavage assay, flow cytometry; inhibition, % at 10 µM; 360,000 compounds, 0.22% hits; AID 588497; in the data active means inhibition above about 35%, passing the limit was not always enough; inconclusive means no clear call, values can overlap the other calls; further: plate controls were buffer without enzyme for full effect and enzyme alone for no effect
* marks the source's active call; other numbers are inactive results; ? = inconclusive; nt = no result given. Unless noted, no stated cut-off is given here; in the data, active means inhibition above about 30%; inactive means the rest.

SMILES	GDH-TPI counter	BoNT-A LC inh2	FadD28 binding	Mtb BioA inh	CCHFV vOTU inh	Mtb UGM inh	Mtb FBA inh	PrPC TRFRET	BoNT-F LC inh
COc1ccc(-n2c(Cn3c(=O)sc4ccccc43)nnc2SCC(N)=O)cc1	-4	-1.2	-2.4	-0.6	-1	-0.1	-2	5	-4
CC(=O)Nc1ccc([As](=O)(O)c2ccc([N+](=O)[O-])cc2)cc1	1	0.0	-2.0	nt	-8	4.7	1	-14	-2
O=C(c1cc(-c2cccs2)on1)N1CCN(C(c2ccccc2)c2ccccc2)CC1	3	0.2	-5.1	0.2	-3	3.5	-14	-1	6
N#Cc1ccc(/C=N/NC(=S)Nc2ccc(S(=O)(=O)N3CCOCC3)cc2)cc1	40*	0.8	0.4	-0.9	9	0.5	0	3	1
Cc1cc(C)c2cc3c(N)c(C(=O)N4CCc5ccccc5C4)sc3nc2c1	9	25	-1.7	-1.2	-9	-0.3	23	1	5
CCOc1ccc(-n2c(O)c(C=Nc3ccc(N(CC)CC)cc3)c(=O)[nH]c2=O)cc1	14	0.1	0.2	-3.7	-9	9.9	-2	-3	-10
O=C1Nc2ccc3c(c2C1=Cc1cc2c(cc1Br)OCO2)OCO3	-9	0.0	-0.4	nt	-9	nt	-1	-4	1
COc1cccc(N/C(SCc2ccccc2F)=C(/C#N)C(=O)NCc2cccs2)c1	24	-1.0	-1.2	0.4	-3	nt	1	16	-9
O=S(=O)(c1ccccc1)N1CC1c1ccccc1 (stereo not drawn)	-7	0.2	-4.4	nt	11	-2.7	-1	8	-3
CCOC(=O)n1c(=O)n(Cc2ccccc2Cl)c2ccccc21	2	0.0	-1.3	3.1	9	0.4	1	6	-2
O=C(O)c1cccc(CN2C(=O)CSC2=O)c1	7	-0.8	-1.2	-1.2	-7	-0.3	-4	3	4
O=C(COC(=O)/C=C/c1ccc(Cl)cc1)NC1CCS(=O)(=O)C1 (stereo not drawn)	6	-0.1	-1.8	-0.3	-6	nt	-2	3	-3
CCCCc1ccc(NC(=O)N[C@@H](C)C(=O)O)cc1	-8	-0.8	1.0	-0.9	9	-1.1	0	7	-9
CCOC(=O)CSc1nnc(CNc2ccc(F)cc2)o1	-6	-0.6	-1.9	nt	0	-0.6	-10	-4	16
c1coc(CNc2nc(N3CCCCC3)nc3ccccc23)c1	4	-0.6	-1.5	7.8	-8	-0.3	27	-8	-11
C=CCn1c(SCC(=O)Nc2ccc3c(c2)OCCO3)nnc1-c1ccccn1	0	-0.5	-2.0	-0.6	0	-3.1	3	6	-5
O=S(=O)(Nc1nc2c(s1)CCCC2)c1ccc(Br)cc1	-7	-0.4	-0.7	nt	5	-4.4	4	11	-4
CCN1CCN(C(c2cccc(OC)c2)c2sc3nc(C)nn3c2O)CC1 (stereo not drawn)	6	-0.3	-1.4	2.2	17	-1.8	0	4	-1
CCC1(c2ccccc2)NC(=O)N(CC(=O)NCc2ccc(F)cc2)C1=O (stereo not drawn)	-6	-3.5	-4.0	0.6	-3	-1.9	-1	-3	-9
N#C/C(=C\c1ccc(OC(=O)c2ccccn2)cc1)C(N)=O	11	-0.1	0.8	nt	8	0.1	-4	-2	-2
COc1ccccc1N1CCN(C(=O)c2oc3c(c2C)C(=O)CC(C)(C)C3)CC1	17	-1.4	1.7	-2.4	10	1.1	6	2	-5
CCOc1ccc(S(=O)(=O)NCC(c2ccc3c(c2)OCO3)N2CCN(C)CC2)cc1 (stereo not drawn)	6	4.1	-2.6	-0.9	-41	-0.5	5	-5	10
NC(=O)N/N=C/c1coc2ccc(O)cc2c1=O	-8	0.1	-4.2	1.8	-2	-0.4	-3	-1	3
O=C(NCCc1ccccc1F)c1ccc2c(c1)OCCO2	-11	-0.5	-2.9	-1.0	18	4.1	1	-6	-2

A different layout for 3 compounds above:
O=S(=O)(Nc1nc2c(s1)CCCC2)c1ccc(Br)cc1
  GDH-TPI counter: -7
  BoNT-A LC inh2: -0.4
  FadD28 binding: -0.7
  Mtb BioA inh: nt
  CCHFV vOTU inh: 5
  Mtb UGM inh: -4.4
  Mtb FBA inh: 4
  PrPC TRFRET: 11
  BoNT-F LC inh: -4
CCN1CCN(C(c2cccc(OC)c2)c2sc3nc(C)nn3c2O)CC1 (stereo not drawn)
  GDH-TPI counter: 6
  BoNT-A LC inh2: -0.3
  FadD28 binding: -1.4
  Mtb BioA inh: 2.2
  CCHFV vOTU inh: 17
  Mtb UGM inh: -1.8
  Mtb FBA inh: 0
  PrPC TRFRET: 4
  BoNT-F LC inh: -1
CCC1(c2ccccc2)NC(=O)N(CC(=O)NCc2ccc(F)cc2)C1=O (stereo not drawn)
  GDH-TPI counter: -6
  BoNT-A LC inh2: -3.5
  FadD28 binding: -4.0
  Mtb BioA inh: 0.6
  CCHFV vOTU inh: -3
  Mtb UGM inh: -1.9
  Mtb FBA inh: -1
  PrPC TRFRET: -3
  BoNT-F LC inh: -9

(next part)
SMILES	GDH-TPI counter	BoNT-A LC inh2	FadD28 binding	Mtb BioA inh	CCHFV vOTU inh	Mtb UGM inh	Mtb FBA inh	PrPC TRFRET	BoNT-F LC inh
CC(=O)c1cccc(NC(=O)C2CC(=O)N(Cc3ccccc3)C2)c1 (stereo not drawn)	7	0.2	-0.8	7.2	1	2.7	2	0	2
COc1cccc(CN(C)C(=O)CSCC(=O)Nc2cccc(C)c2)c1OC	7	-0.5	-1.3	1.5	-8	-2.1	-2	-1	-2
Cc1ccc(NC(=S)N2CCN(c3ccccn3)CC2)cc1C	-6	0.4	-3.8	0.6	-2	0.4	4	5	-1
COCCCN1C(=O)C(CC(=O)NC2CCCC2)CC(C(=O)N2CCOCC2)=C1C (stereo not drawn)	0	-0.3	-1.6	-7.0	11	nt	1	-7	-1
CCN1CCc2c(OCc3ccccc3)cccc2C1=O	-8	0.0	-4.9	nt	-2	-0.6	10	0	1
Cc1ccc(C(=O)Nc2nc3n(n2)C(c2ccccc2)CC(=O)N3)cc1 (stereo not drawn)	-5	0.6	-3.0	-0.8	-11	-3.7	-3	-4	6
COc1ccc(NC(=O)C2(C)Cc3c(-c4ccc(NC(C)=O)cc4)ccnc3O2)cc1 (stereo not drawn)	-8	-0.2	-5.5	11	-3	nt	1	-5	-8
Cc1nc(N(C)C)ncc1C(=O)O	7	-0.1	-1.4	-1.1	-6	-0.3	10	-1	-4
Cn1cc(C(=O)c2cccc(Cl)c2)cc1/C=N\O	7	0.1	-4.5	nt	4	-0.3	-5	5	-3
COc1ccccc1-c1nnc(SCC(=O)NCc2ccco2)n1N	-3	-0.3	-0.2	nt	-5	-0.2	3	8	-5
COc1ccccc1NC(=O)c1ccc2c(c1)CCN2S(C)(=O)=O	9	-1.5	-4.7	2.8	10	0.4	-2	0	?
CC(C)(C)c1cc(NC(=O)NN2CCOCC2)nn1-c1c(Cl)cc(Cl)cc1Cl	0	?	-1.7	nt	nt	-2.3	-1	nt	?
CC1(C)C(C=C(Cl)Cl)C1C(=O)N1CCN(Cc2ccccc2)CC1 (stereo not drawn)	0	0.5	-0.3	1.1	7	0.3	4	4	-6
COc1cccc2c1C(=O)c1c(O)c3c(c(O)c1C2=O)CC(O)(C(C)=NNC(=O)c1ccc(Cl)c(Cl)c1)CC3OC1CC(N)C(O)C(C)O1 (stereo not drawn)	3	6.5	59*	nt	14	nt	-5	-22	-116
CSc1nc(C)c(Oc2ccccc2)c(=O)n1C	-6	0.0	-3.5	-0.4	4	-0.5	3	-3	0
COc1cccc(CN2CCN(Cc3ccc4c(NC(C)=O)cccc4n3)CC2CCO)c1 (stereo not drawn)	5	-0.1	-2.2	2.1	9	0.3	1	-4	2
COc1ccc(-c2nnc3n(CCc4ccccc4)c(=O)c4ccccc4n23)cc1OC	6	-0.1	-1.5	nt	4	1.7	0	4	-1
COc1ccc(C(=O)NC(=S)Nc2cccnc2)cc1Cl	-4	-2.6	0.8	0.3	-6	1.1	0	2	-12
CSCC[C@H](NC(=O)C1CCC(CNC(=O)[C@@H]2CCCN2C(=O)OC(C)(C)C)CC1)C(=O)O (stereo partly drawn)	9	-1.4	-0.1	-2.7	-4	0.7	0	2	-11
Cc1ccc(NC(=O)c2cccc3c2C(=O)N(C2CCCCC2)C3)c(Cl)c1	-4	1.2	-6.1	0.4	nt	2.3	-1	nt	-1
COc1cccc(NC(=O)CN(C)C(=O)CC2CCCC2)c1	-6	-7.2	-3.7	-0.7	6	nt	0	-1	-10
COc1ccccc1NC(=O)Cn1cnc2c1c(=O)n(C)c(=O)n2C	-3	-0.6	-1.2	1.0	-6	-3.9	2	-7	1
CCOC(=O)c1c(C)n(C)c2ccc(OCC(O)CN3CCCCCC3)cc12 (stereo not drawn)	-6	-0.5	-0.2	-0.8	2	-0.2	-1	-13	-14
N#CCC(=O)N/N=C/c1ccc(OC2CSC2)cc1	3	0.0	-2.0	nt	5	0.7	3	12	-3
CCOc1ccc(OCC)c(NC(=O)CSc2nc3ccccc3c(=O)n2C)c1	2	0.5	0.7	-0.4	2	1.2	5	-1	2
COc1ccc(OCc2nc(N)nc(Nc3ccccc3OC)n2)cc1	5	-0.8	-0.6	1.2	4	-0.8	-2	-2	-3
CCC(C)NC(=O)c1cn(C)c(=O)c2cc(OC)c(OC)cc12 (stereo not drawn)	14	0.3	0.2	0.2	-1	0.0	-2	0	9
Nc1nnc(-c2ccc(Cl)cc2)s1	-1	-1.4	-4.6	-0.6	-13	-0.7	7	1	-12
O=C(O)Cn1c(=O)c(F)cn(C2CCCO2)c1=O (stereo not drawn)	1	-1.8	0.2	-0.1	0	-0.3	1	1	13
O=C1CCN(S(=O)(=O)c2ccccc2)N1	-4	1.1	-0.2	0.1	-25	3.3	4	-7	-4
Cc1ccc2nc(-c3cccc(-c4cccc(Cl)c4)c3)c(NCc3ccccc3)n2c1	12	-0.9	-1.1	-1.6	2	-2.0	21	1	-8
OC(c1cccc(Cl)c1)(c1cccc(Cl)c1)C1CN2CCC1CC2 (stereo not drawn)	-4	1.7	-8.0	nt	-9	-1.5	3	-12	12
Cc1nc(-c2ccccc2Cl)sc1C(=O)/C=C/N(C)C	12	1.0	-3.4	-2.5	17	0.1	-6	-8	-1
Cc1noc(C)c1COC(=O)CN(C)S(=O)(=O)c1ccc(Cl)cc1	-11	0.0	-4.2	1.1	-5	-0.1	5	-2	0
O=C(COC(=O)c1cccnc1Cl)NCc1ccco1	-18	-0.8	-3.0	0.2	-2	nt	-3	0	-9
Cc1ccc(S(=O)(=O)NC(=O)Nc2ccc(OC(F)F)cc2)cc1	4	nt	1.8	4.0	4	2.1	2	5	nt
COC(=O)c1nnn(CC(=O)Nc2cccc(Cl)c2C)c1C(=O)OC	3	1.1	1.4	3.9	4	0.1	3	0	15
O=C(Nc1ccc(Cl)c(Cl)c1)Nc1ccccc1C(=O)O	-1	0.1	-7.8	2.1	-2	3.3	52*	0	0
CC1(C(=O)Nc2cccc(NS(C)(=O)=O)c2)CCN1CCc1ccccc1 (stereo not drawn)	12	0.2	-0.2	1.1	-1	nt	5	-12	-2
Cc1cccc(Nc2nnc(SC/C(O)=C(\C#N)c3nc4ccccc4[nH]3)s2)c1	27	0.6	0.9	3.0	-6	-1.2	3	0	-7
CCN1/C(=C2\C(=O)N(C)C(=S)N2C)C=Cc2cc(OC)ccc21	14	0.6	-0.4	nt	4	-0.4	12	-13	3
Cc1ccc(S(=O)(=O)N2CCCSCC2)cc1	9	0.1	-2.2	1.2	10	0.8	0	-3	-3
CCOc1cc(N2CCOCC2)c(OCC)cc1NC(=O)c1cc(-c2ccco2)nc2ccccc12	7	-0.4	-0.5	0.1	-9	3.2	2	0	3
O=C(NCCc1ccccc1Cl)C1CC(=O)N(C2CCCCC2)C1 (stereo not drawn)	-8	0.0	0.2	-3.7	-5	2.4	5	1	12
N#Cc1ccc(COn2nnc3ccccc32)cc1	9	-1.9	-1.2	nt	-5	0.8	-1	3	0
Cc1c(C(c2ccc(Cl)cc2Cl)c2c(O)c3ccccc3oc2=O)c(=O)n(-c2ccccc2)n1C (stereo not drawn)	-3	0.0	-2.2	-1.0	-10	3.9	3	1	-7
COc1ccccc1CNC(=O)C(CC(C)C)NS(=O)(=O)c1ccc2c(c1)oc(=O)n2C (stereo not drawn)	-1	-0.3	0.1	0.3	9	-0.6	1	-2	-1
O=C(Nc1ccc(SC(F)F)cc1)c1cccc2nc3ccccc3nc12	10	0.2	-1.4	3.1	4	1.1	3	4	-17
